Chronic BCR inh – chronic active BCR signaling inhibition | actives 0.05% (n = 340,000) | AID 493014 | ABC-DLBCL IkBa-CBG/CBR reporter, luminescence ratio, 4 h | Potency, µM (highest dose often 46.1 µM), for the others: top-dose ratio change, negative = lower green/red ratio, actives largely listed as inhibitors; active = well fitted inhibition curve with a large enough effect in the signal ratio, with a control signal flat, not every such curve was filed as active; inconclusive = small, poorly fitted or top-dose-only effect, or effect the other way, or a change in a side signal; the % refers to the signal ratio;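 note: potency is the fitted concentration of half-maximal effect; plate controls were basal doxycycline-induced cells for no effect and cells given 10 µM MG132 for full effect; MG132 reads +100%, hits lower the ratio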
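Cell line TMD8 (human ABC DLBCL), stably expressing tet-inducible CBG68-IkBa fusion and CBR; IMDM/0.5% FBS; cpd up to 46 uM; dox induction, 4 h, 37C/5% CO2; dual luminescence; green/red ratio; MG132 control.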
a7 integrin act – activates integrin-mediated alleviation for muscular dystrophy | alpha7betagal myoblasts, beta-gal FDG fluorescence, 48 h | Potency, µM (highest dose often 38.3 µM), without a hit: at the top dose activation, most hits filed as activators | actives 0.064% (n = 350,000);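 note: potency is the fitted concentration of half-maximal effect; 100% = response of the positive control SU9516; nearly all actives have a fitted effect of over 60% in size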
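alpha7betagal+/- myoblasts (passage 13, 250/well) treated 48 h at 37C with compounds at 1:260 dilution of DMSO stock. Lysed, then beta-galactosidase activity read as FDG fluorescence (ex 480/em 540) after 30 min, with pre-read for autofluorescence.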
PKM2 act – PKM2 (human) enzyme activation | P14618 | Potency, µM (top dose mostly 57.5 µM), for the others: top-dose activation, actives largely listed as activators | actives 0.34% (n = 260,000) | purified PKM2, Kinase-Glo ATP luminescence, activation; response scale: 0% is enzyme alone, no compound; note: potency is the fitted concentration of half-maximal effect; % is set by controls: 0 for no effect and ±100 for the full control effect; nearly all actives have a fitted effect of over 55% in size
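Purified hPK-M2 (>95%) run at intermediate activity with 0.1 mM ADP and 0.5 mM PEP in 50 mM imidazole pH 7.2, KCl, MgCl2; 1 h room temperature. ATP formed read by Kinase-Glo luminescence; normalized to uninhibited and no-enzyme controls.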
S-ASM inh – human S-ASM enzyme inhibition; Potency, µM (highest dose often 57.5 µM), for the others: at the top dose activity change, negative = inhibition, actives largely listed as inhibitors; AID 504937; placental ASM, HMU-PC fluorogenic substrate, 60 min; actives 0.006% (n = 340,000); note: potency is the fitted concentration of half-maximal effect
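Human placenta-derived ASM enzyme was preincubated with compound for 10 minutes at room temperature, then given fluorogenic substrate HMU-PC0 (9 uM final) for 60 minutes at 37 °C; a pH 10 stop preceded fluorescence reading at Ex 386/Em 447 nm.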
Giardia kill – Giardia lamblia killing; Giardia lamblia trophozoite viability; activity change, % at 7.66 µM, hits read low; actives 0.15% (n = 340,000); AID 540267; in the data active = activity change below about -80%; inconclusive = between about -30% and that limit;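 note: parasites exposed to compound for two days anaerobically before the ATP read; % is set by controls: 0 for no effect and ±100 for the full control effect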
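Anaerobic 48 hrs incubation at 37 deg C of 100 trophozoites/well with test compounds; ATPLite 1-Step luminescence, 15-30 min RT, reports cellular ATP as viability.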
Tb PFK inh – inhibitors of T. brucei phosphofructokinase; actives 0.17% (n = 330,000); Potency, µM (titrated, usually from 57.5 µM), for the others: at the top dose activity, negative = inhibition, usual class: inhibitors; T. brucei PFK, ADP-Glo luminescence; O15648;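 note: potency is the fitted concentration of half-maximal effect; 0% = uninhibited 1x PFK enzyme wells and -100% = no-enzyme wells; nearly all actives have a fitted effect of over 60% in size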
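ADP-Glo luminescence quantified ADP after 45 min at room temperature, with 1.25 nM T. brucei PFK, 0.1 mM ATP and 0.5 mM fructose-6-phosphate in pH 8.0 TEA buffer. qHTS titrations up to 57 µM; curves classified by quality.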
TSG101-PTAP inh – blocks PTAP/TSG101 interaction to inhibit HIV-1 budding; Q99816; Fluorescence polarization, FITC-PTAP peptide / Tsg101 binding; Potency, µM (doses to about 115 µM), for inactives: top-dose activity change, negative = inhibition, hits mostly inhibitors; 340,000 tested, under 10 active; AID 493005; active = well fitted inhibition curve with a large enough effect in the main read-out, with a control signal flat, not every such curve was filed as active; inconclusive = small, poorly fitted or top-dose-only effect, or effect the other way, or a change in a side signal; inactive = no such curve, though single readings can be large or run the other way; note: potency is the fitted concentration of half-maximal effect; % of control where 0% means no effect
Target sequence (Q99816 whole entry, looked up): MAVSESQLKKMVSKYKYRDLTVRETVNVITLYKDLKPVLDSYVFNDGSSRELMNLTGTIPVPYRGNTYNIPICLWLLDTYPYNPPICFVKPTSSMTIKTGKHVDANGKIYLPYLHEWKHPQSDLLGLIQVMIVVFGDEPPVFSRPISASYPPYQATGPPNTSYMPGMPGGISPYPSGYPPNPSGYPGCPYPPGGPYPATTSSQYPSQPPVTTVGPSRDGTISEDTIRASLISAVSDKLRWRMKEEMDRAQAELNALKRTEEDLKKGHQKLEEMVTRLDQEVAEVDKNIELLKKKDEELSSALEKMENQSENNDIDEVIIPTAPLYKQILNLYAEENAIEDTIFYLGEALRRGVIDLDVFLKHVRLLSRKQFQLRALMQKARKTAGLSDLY
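FP read-out: FITC-PTAP peptide, 50 nM final, binding Tsg101 binding domain, 10 uM final; 20 min, r.t.; 10 mM HEPES pH 7.5, 0.15 M NaCl, 0.01% Tween 20, 3 mM EDTA, 0.1 mM TCEP.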
GALK inhibitor – galactokinase (human) inhibition | P51570 | Purified GALK, Kinase-Glo residual ATP luminescence | Potency, µM (doses to about 57.5 µM), without a hit: at the top dose activity change, negative = inhibition, usual class: inhibitors | actives 0.007% (n = 270,000); note: potency is the fitted concentration of half-maximal effect; % is set by controls: 0 for no effect and ±100 for the full control effect
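Luminescence from leftover ATP (Ultra-Glo luciferase/luciferin) served as read-out after a 1 h room-temperature reaction of 5 nM GALK with 35 uM ATP and 100 uM galactose.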
Menin MLL FP TR – inhibitors of human menin-MLL interaction, mutant MLL peptide; O00255; Menin + Texas Red MLL mutant peptide, fluorescence polarization; Potency, µM (top dose mostly 61.6 µM), for inactives: at the top dose FP activity change, negative = inhibition, actives largely listed as inhibitors; actives 0.23% (n = 270,000); active = well fitted inhibition curve with a large enough effect in the polarisation, with a control signal flat, not every such curve was filed as active; inconclusive = small, poorly fitted or top-dose-only effect, or effect the other way, or a change in a side signal; inactive = no such curve, though single readings can be large or run the other way; the % refers to the polarisation; note: potency is the fitted concentration of half-maximal effect; % of control where 0% means no effect; many of its hits are not listed in these tables
Target sequence (O00255 whole entry, looked up): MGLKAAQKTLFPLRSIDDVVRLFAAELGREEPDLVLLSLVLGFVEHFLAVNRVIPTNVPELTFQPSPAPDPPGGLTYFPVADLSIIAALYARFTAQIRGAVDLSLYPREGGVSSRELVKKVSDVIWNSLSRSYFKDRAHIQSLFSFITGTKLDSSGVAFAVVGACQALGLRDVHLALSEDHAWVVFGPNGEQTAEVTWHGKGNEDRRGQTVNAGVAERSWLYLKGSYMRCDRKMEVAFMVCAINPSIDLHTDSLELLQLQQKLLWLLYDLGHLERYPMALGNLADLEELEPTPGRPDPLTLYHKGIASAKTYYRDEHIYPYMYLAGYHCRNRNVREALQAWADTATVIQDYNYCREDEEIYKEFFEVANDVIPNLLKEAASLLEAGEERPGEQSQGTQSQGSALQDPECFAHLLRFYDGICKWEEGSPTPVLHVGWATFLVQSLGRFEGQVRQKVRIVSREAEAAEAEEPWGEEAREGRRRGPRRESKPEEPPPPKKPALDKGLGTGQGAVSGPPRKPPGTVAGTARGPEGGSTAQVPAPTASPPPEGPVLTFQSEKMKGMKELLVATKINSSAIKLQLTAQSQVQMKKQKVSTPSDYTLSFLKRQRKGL
FBPA coupling cs – counter-screen for Giardia aldolase inhibitors: coupling enzyme system. AID 2472. coupling enzyme system counterscreen, AmpLite Red fluorescence. actives 0.67% (n = 290,000). activity change, negative = inhibition, % at 58.2 µM, hits read low; in the data active = activity change below about -30%; note: % is set by controls: 0 for no effect and ±100 for the full control effect
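Counterscreen lacking aldolase: glyceraldehyde-3-phosphate coupling-enzyme reagent preincubated 10 min at RT with compound (at 57.5 uM final), then substrate/coupling system with AmpLite Red added; fluorescence read at 525/598 nm after 20 min RT.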
B2AR arrestin – agonists driving beta-arrestin recruitment to human beta2-adrenergic receptor; Potency, µM (highest dose often 46.1 µM), without a hit: top-dose activation, usual class: activators; actives 0.02% (n = 330,000); beta-arrestin recruitment to beta2AR, cell-based reporter; P07550;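 note: potency is the fitted concentration of half-maximal effect; 0% = DMSO controls and full agonism = EC100 isoproterenol or metaproterenol; nearly all actives have a fitted effect of over 65% in size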
An asterisk follows results filed as active; ? = inconclusive; / = not tested or not shown; [ ] = another dose, or the depositor's remark. Unless noted, calls come from the whole dose curve; as a rule, active = well fitted curve in the direction sought with a large enough effect; inconclusive = small, poorly fitted or top-dose-only effect, or another doubt; inactive = no such curve, though single readings can be large; an effect the other way counts as inactive or inconclusive.

SMILES	Chronic BCR inh	a7 integrin act	PKM2 act	S-ASM inh	Giardia kill	Tb PFK inh	TSG101-PTAP inh	GALK inhibitor	Menin MLL FP TR	FBPA coupling cs	B2AR arrestin
Oc1ccc(Cl)cc1C=Nc1ccccc1Br	-0.8%	8.4%	-2.0%	3.5%	5.1	0.6%	0.6%	/	7.5%	2.1	-1.5%
CCOc1cccc(C(=O)Nc2ccc(NC(=O)c3ccccc3)c(C)c2)c1	-0.3%	31.2%	0.2%	-0.6%	8.3	0.1%	-4.4%	3.9%	23.3%	1.8	0.1%
Cc1cc(N2CCCC2)n2nc(C)nc2n1	1.7%	-10.6%	-0.4%	2.5%	3.3	-1.8%	-3.3%	/	0.7%	4.0	-0.5%
Cc1cc(NC(=O)C2C3C(=O)N(CC4CCCO4)C(C(=O)NCc4ccccc4)C34C=CC2(C)O4)no1 (centres undefined)	-0.8%	28.3%	-1.7%	5.2%	-4.6	-0.1%	-3.6%	-4.2%	14.6%	-3.7	0.0%
Cc1cccc(C)c1NC(=O)Cn1c(=O)n(CCC(=O)NCc2ccco2)c(=O)c2sccc21	1.1%	-6.2%	-1.2%	0.5%	14.6	-5.5%	-3.3%	-0.9%	-16.8%	1.2	0.0%
CCCCNC(=O)CCn1c(=O)c2ccccc2n(Cc2ccccc2C)c1=O	-4.7%	-15.9%	5.8%	/	-10.8	1.3%	-0.4%	0.4%	1.4%	0.4	-1.3%
COCCCNC(=O)C(C)N1c2cccc3cccc(c23)S1(=O)=O (centres undefined)	-7.4%	12.0%	-6.4%	15.7%	0.0	4.0%	1.6%	-8.0%	-3.3%	-9.5	-1.0%
Cc1oc(/N=C/c2ccc3c(c2)OCO3)c(C#N)c1C	-2.2%	13.8%	1.5%	-6.0%	-5.7	0.1%	-6.8%	1.7%	5.9%	-0.3	0.1%
COc1ccc(/C=C(\CC(=O)O)c2nc3ccccc3o2)cc1	-11.4%	9.1%	0.6%	2.7%	2.3	4.3%	-0.9%	4.8%	0.7%	7.5	0.2%
O=C(NCCc1cccnc1)C1CCC(=O)N(Cc2ccc(Cl)cc2)C1 (centres undefined)	8.7%	-10.2%	-0.8%	2.6%	25.7	3.1%	1.2%	/	0.8%	1.4	-0.3%
O=C(COC(=O)Cc1c(F)cccc1Cl)NNC(=O)c1ccccc1	-11.7%	18.2%	/	1.2%	1.7	-2.1%	2.0%	/	/	/	-0.1%
CC1(C)Cc2cccc(OCC(=O)N3CCN(c4ccc([N+](=O)[O-])cc4)CC3)c2O1	15.7%	-28.4%	-0.7%	-16.4%	3.9	-21.7%	-0.1%	-2.5%	7.5%	-0.7	0.4%
COC(=O)CNC(=O)COC(=O)/C=C/c1ccc(F)cc1	3.5%	5.1%	-0.3%	5.3%	25.9	-3.1%	-9.9%	-5.4%	11.1%	1.2	0.0%
Cc1ccc(NC(=O)c2cc(CC(C)C)nc3ccccc23)cc1	-1.0%	-26.1%	-0.6%	-10.4%	-3.3	-3.5%	-5.6%	2.2%	0.1%	1.3	-0.2%
Cc1cccc(C(=O)OCC(=O)Nc2c(C)n(C)n(-c3ccccc3)c2=O)c1	2.7%	23.5%	/	2.9%	0.0	0.6%	-0.9%	/	/	/	-0.3%
COc1cccc(N2CC(=O)Nc3c(oc4nc(-c5ccccc5)cc(C)c34)C2=O)c1	-0.8%	1.7%	-3.2%	-0.5%	-9.2	-7.7%	-6.0%	0.9%	/	-20.9	-0.8%
Cc1cc(NC(=O)CCN2C(=O)C3C4CCC(C4)C3C2=O)c(C)cc1Br (centres undefined)	4.2%	1.8%	0.1%	4.7%	12.1	-10.7%	-7.8%	3.3%	21.7%	-0.7	0.1%
CCOC(=O)C1CCCN(C(=O)c2ccc3oc(CCc4ccccc4)nc3c2)C1 (centres undefined)	-3.8%	-40.6%	/	-0.5%	-20.8	0.1%	0.3%	4.6%	/	/	0.5%
Cc1ccc(CN2CCN(c3ncccn3)CC2)c(C)c1	-1.8%	-3.3%	-5.3%	-1.5%	0.2	-5.2%	-4.3%	-5.8%	-19.8%	-1.1	0.1%
Cc1nc(N)nc(Nc2ccc(C#N)cc2)c1Br	-0.7%	3.9%	-7.1%	5.1%	-4.0	-0.5%	-1.0%	4.0%	/	-1.4	-0.2%
CCc1noc(C)c1C(=O)N1CCN(S(=O)(=O)c2ccc(Br)cc2Cl)CC1	-16.9%	5.2%	/	2.4%	34.9[activator]	3.5%	-2.5%	/	/	/	-0.6%
COc1ccc(C(=O)Cn2nnc(-c3cccs3)n2)cc1	?	3.2%	-5.1%	-8.0%	-4.0	-7.4%	-0.6%	-1.5%	24.0%	2.6	-0.2%
O=C(NCc1ccccn1)c1ccc(CNS(=O)(=O)c2ccc(F)cc2)cc1	-0.4%	4.9%	1.0%	4.2%	5.5	6.3%	-5.4%	0.7%	14.2%	4.7	0.5%
COC(=O)c1cccnc1-n1c(=O)c2cccnc2n(Cc2cccc(OC)c2)c1=O	-1.1%	23.7%	1.3%	-3.3%	36.0[activator]	-1.3%	-3.6%	1.7%	-3.3%[11.7 µM]	2.7	3.3%
CC(=O)c1ccc(NC(=O)CSCC(=O)Nc2ccc3ccccc3c2)cc1	?	-2.3%	3.4%	-7.3%	14.2	1.0%	-1.7%	-2.3%	/	3.5	0.1%

(further entries)
SMILES	Chronic BCR inh	a7 integrin act	PKM2 act	S-ASM inh	Giardia kill	Tb PFK inh	TSG101-PTAP inh	GALK inhibitor	Menin MLL FP TR	FBPA coupling cs	B2AR arrestin
COc1ccc(-c2ccc(C(C)=O)cc2)cc1[C@H]1[C@@H]2C=CCC[C@@]2(C)C(=O)N1Cc1ccccc1	-4.2%	-2.3%	-10.9%	-9.1%	-0.7	0.2%	-1.5%	5.1%	/	2.9	-0.6%
O=C(O)CC(NC(=O)OCc1ccccc1)c1ccc(Br)cc1 (centres undefined)	9.6%	10.5%	-1.9%	1.7%	-19.1	2.9%	-5.8%	0.4%	16.2%	9.0	-2.2%
O=C(C[C@H]1C(=O)N(Cc2ccccc2)C[C@@H]1Cc1ccccc1)Nc1ccccc1	0.6%	-14.9%	2.5%	-6.0%	-10.4	1.4%	1.3%	/	2.1%	0.1	-1.0%
COc1ccc(-c2nn(-c3ccccc3)cc2/C=C(\C#N)C(N)=O)cc1[N+](=O)[O-]	?	14.3%	3.8%	4.3%	-5.4	0.7%	-1.7%	0.3%	4.3%	-1.4	4.2%
COCCn1c(SCC(=O)N(C)C2CCS(=O)(=O)C2)nc2ccccc2c1=O (centres undefined)	12.6%	0.4%	2.9%	2.3%	-28.2	-0.2%	-0.7%	1.4%	-6.4%	0.7	-0.4%
O=C(c1ccc(S(=O)(=O)N2CCC(c3nc4ccccc4s3)CC2)cc1)N1CCOCC1	-0.5%	-1.5%	-5.2%	-0.1%	23.2	-4.6%	-9.1%	0.4%	0.1%	2.0	-0.5%
COc1cccc(NC(=O)CSc2nc3ccccc3c(=O)n2CCCC(=O)N2CCCC2)c1	1.7%	-32.8%	11.1%	-3.9%	10.4	0.5%	-5.1%	-2.6%	?	-1.4	-0.3%
COCCCNC(=O)CCC(=O)Nc1ccc2nc(N3CCOCC3)cc(C)c2c1	-0.3%	-3.9%	-4.2%	/	-8.2	-4.5%[0.46 µM]	-1.9%	-1.5%	16.1%	-0.1	?
COc1ccc(CC(NC(C)=O)C(=O)N2CCN(C(=O)Nc3cccc(Cl)c3)CC2)cc1OC (centres undefined)	-13.9%	-8.1%	2.6%	4.1%	-1.7	-9.1%	-0.6%	1.0%	12.2%	1.8	0.0%
Cc1ccc(NC(=O)c2cc([N+](=O)[O-])ccc2N2CCOCC2)cc1S(=O)(=O)N(C)C	-9.0%	-10.2%	1.8%	-6.2%	13.8	0.1%	-10.6%	-1.4%	/	-17.8	-0.3%
COc1ccc2c(C)cc(SCC(=O)NC3CCCC3)nc2c1	-1.2%	-25.0%	/	0.7%	27.0	-2.3%	-3.4%	/	/	/	-0.3%
O=C(Cc1cccs1)NNC(=S)NC(=O)c1ccc(F)c(F)c1	?	-2.7%	-14.4%	/	24.5	0.7%	0.5%	1.3%	?	-22.1	-1.2%
CCc1ccc(N/C(N)=N/c2nc(CSc3ncccn3)cc(=O)[nH]2)cc1	-7.0%	-23.8%	0.9%	-3.5%	-3.5	-5.3%	1.3%	4.3%	-2.2%	-0.1	-0.5%
O=S(=O)(NCCS(=O)(=O)N1CCN(c2ccccc2)CC1)c1ccccc1	1.3%	9.0%	-0.5%	-1.0%	9.7	-7.4%	-8.8%	12.1%	?	0.8	0.3%
CN1CCOc2cc(S(=O)(=O)Nc3ccc(F)cc3)ccc21	1.4%	-11.6%	15.2%	-0.2%	4.9	-4.3%	-1.5%	2.8%	10.7%	-0.7	-0.3%

Source: PubChem BioAssay

Only part of the results is shown; count on the stated rates, not on these rows.
